inhibitors of VEEV: inhibitors of VEEV TC-83 cytopathic effect, confirmation, Vero cells (AID 588727) | Vero cells, VEEV TC-83 cytopathic effect inhibition; higher % means a stronger effect | inhibition, % at 20 µM; hits with a dose series show IC50 in µM | 350,000 tested, 0.13% active; in the data active = a potency from the dose series; inconclusive = inhibition mostly from about 14% at the one dose, without a potency; inactive = the rest, 99 in 100 with inhibition below about 12%; note: strong numbers were not always called active
H37Rv inhibition: M. tuberculosis growth inhibition, HTS (AID 449762); M. tuberculosis H37Rv growth inhibition, 7H9 media; higher % means a stronger effect; one-dose inhibition, % at 25 µM; IC50 in µM for titrated hits; 330,000 tested, 0.59% active; in the data active = a potency from the dose series; inconclusive = inhibition above about 70% without an active follow-up result;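 note: bacterial growth assessed after seven days of incubation; strong numbers were not always called active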
influenza NS1A: H1N1 influenza NS1A inhibitors, functional cell based assay (AID 504329). inhibition, % at 12.5 µM; hits with a dose series show IC50 in µM. 340,000 tested, 0.3% active. NS1A functional cell-based assay, percent inhibition; higher % means a stronger effect; in the data active = a potency from the dose series; inconclusive = inhibition above about 27% without an active follow-up result; note: strong numbers were not always called active
M. tuberculosis: growth inhibition of non-replicating M. tuberculosis (AID 488890); Mycobacterium tuberculosis non-replicating, growth inhibition; higher % means a stronger effect; 320,000 tested, 0.39% active; inhibition, % at 25 µM; hits with a dose series show IC50 in µM; in the data active = a potency from the dose series; inconclusive = inhibition mostly from about 82% at the one dose, without a potency; inactive = the rest, 99 in 100 with inhibition below about 76%;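 note: plate controls were DMSO cells for no effect and high antibiotic wells for full effect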
Salmonella PhoP GFP: Inhibition of PhoP regulon, Salmonella typhi GFP reporter cells, confirmation, 4 h (AID 1850). Salmonella Typhi PhoP-promoter GFP reporter, fluorescence, 4 h; higher % means a stronger effect. one-dose inhibition, % at 50 µM; IC50 in µM for titrated hits. 310,000 tested, 0.33% active; in the data active = a potency from the dose series; inconclusive = inhibition mostly from about 25% at the one dose, without a potency; inactive = the rest, 99 in 100 with inhibition below about 19%;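 note: 0% = induced wells with vehicle and 100% = uninduced wells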
inhibitors of VEEV 10K pilot screen: second read-out of inhibitors of VEEV, no call of its own (marks repeat the call); inhibition, %; measured here: 10K pilot screen inhibition
* = called active by the depositor; i = inactive; ? = inconclusive; . = not tested or not shown.

SMILES	inhibitors of VEEV	H37Rv inhibition	influenza NS1A	M. tuberculosis	Salmonella PhoP GFP	others
O=[N+]([O-])c1ccccc1S(=O)(=O)Oc1ccc(C(=S)N2CCOCC2)cc1	i	8%	4%	5%	-5%
COCCCNC(=O)C(=O)NC1CCCCC1C (stereo unspecified)	0.0%	5%	-15%	6%	2%
O=P1(Nn2cnnc2)C=C(c2ccccc2)OC(c2ccccc2)=C1	i	12%	-4%	8%	1%
C/C(=N\NC(=O)c1ccccc1)c1c(O)n(C2CCCCC2)c(=O)[nH]c1=O	2.1%	5%	7%	51%	-3%
CC(C)(C)OC(=O)NCCCC[C@@H](C(=O)NCCCCCCCCCCC(=O)N1CCN(C(=O)OC(C)(C)C)CC1)n1cc(CCO)nn1	4.3%	49%	2%	33%	-4%
Cc1ccccc1-c1nc(CS(=O)CC(=O)NCc2ccccn2)c(C)o1 (stereo unspecified)	1.9%	3%	-3%	22%	2%
CC(=O)c1cccc(NC(=O)CCN2C(=O)C3C4CCC(C4)C3C2=O)c1 (stereo unspecified)	0.6%	-7%	4%	2%	-4%
Cn1c(SCc2cccc(Br)c2)nc2ccccc2c1=O	i	7%	-9%	70%	0%
COc1ccccc1Nc1nc(-c2sc(NC(=O)c3ccccc3)nc2C)cs1	2.3%	-10%	2%	3%	-19%
Clc1ccccc1Cn1nnc2c(NCC3CC3)ncnc21	1.0%	-2%	6%	-13%	-8%
Cc1ccc(-c2nn(-c3ccccc3)cc2C(=O)NCCCN2CCOCC2)cc1	1.2%	-1%	-4%	3%	-4%
C/C(=N/NC(=O)c1ccc2c(c1)OCO2)c1cccc(NC(=O)C(C)(C)C)c1	0.5%	6%	-1%	30%	6%
[O-][n+]1nc2ccccc2c2ccccc21	1.6%	.	4%	.	.
COc1cc(NC(=O)NCC2CCN(Cc3ccc(C)cc3)CC2)cc(OC)c1OC	i	0%	28%	-9%	3%
O=C(CNC(=S)N(Cc1ccccc1)Cc1ccccc1F)NCCc1ccc(Cl)cc1	i	8%	3%	27%	-28%
CCOC(=O)C1(c2ccccc2)CCN(CC(=O)Nc2cccc3ccccc23)CC1	2.3%	6%	-7%	15%	1%
CCC(CO)NC(=O)c1cccc(S(=O)(=O)N2c3ccccc3CC2C)c1 (stereo unspecified)	i	-5%	-12%	0%	6%
Cc1cc(S(=O)(=O)N2CCCC2)ccc1OCC(=O)N1CCCCC1	i	2%	-17%	0%	-5%
COc1cccc(CC(=O)N2CCN(Cc3cccc(Cl)c3)CC2)c1	0.7%	-4%	10%	12%	-3%
Cc1cccc(OCC(=O)NCC(=O)N/N=C/c2ccccc2)c1	1.9%	6%	3%	-4%	5%
COc1ccc(C(C#N)=C2C=CC(=NO)C(C)=C2Cl)cc1	1.1%	.	-3%	.	.
Cc1ccc2nc(SC(C)C(=O)N3CC(C)OC(C)C3)[nH]c2c1 (stereo unspecified)	0.6%	0%	3%	5%	4%
CCc1ccc(S(=O)(=O)NCCc2cn3cccc(C)c3n2)s1	0.9%	4%	2%	6%	-3%	inhibitors of VEEV 10K pilot screen=1.1
Cc1ccc(O)c(CNc2cccc3cccnc23)c1	7.1%	40%	4%	50%	10%
Cc1ccc(CNC(=O)c2cc(C)nn2-c2ccccc2)cc1	i	3%	-22%	-3%	8%

Three records picked at random from those above, as already listed:
SMILES	inhibitors of VEEV	H37Rv inhibition	influenza NS1A	M. tuberculosis	Salmonella PhoP GFP	others
Cc1cc(S(=O)(=O)N2CCCC2)ccc1OCC(=O)N1CCCCC1	i	2%	-17%	0%	-5%
COCCCNC(=O)C(=O)NC1CCCCC1C (stereo unspecified)	0.0%	5%	-15%	6%	2%
Cc1ccccc1-c1nc(CS(=O)CC(=O)NCc2ccccn2)c(C)o1 (stereo unspecified)	1.9%	3%	-3%	22%	2%

Back to the main list; the 2 compounds before the break are reprinted first.
SMILES	inhibitors of VEEV	H37Rv inhibition	influenza NS1A	M. tuberculosis	Salmonella PhoP GFP	others
Cc1ccc(O)c(CNc2cccc3cccnc23)c1	7.1%	40%	4%	50%	10%
Cc1ccc(CNC(=O)c2cc(C)nn2-c2ccccc2)cc1	i	3%	-22%	-3%	8%
Cc1ccc(NC2=NCCCS2)cc1Cl	2.0%	2%	-10%	-1%	28%
Fc1ccccc1CCNc1nnnn1-c1ccccc1	0.5%	-6%	-7%	15%	2%
Cc1nc2cc(C(F)(F)F)ccc2n1CCNc1nc(-c2ccc([N+](=O)[O-])c(Cl)c2)cs1	4.7%	7%	8%	24%	-1%
Cc1cc(=O)n2c(n1)SCOC2	i	3%	0%	-3%	3%
CCc1ccc(NC(=O)CN2C(=O)COc3ccc(S(=O)(=O)N4CCCC4)cc32)cc1	0.6%	5%	8%	18%	-3%
CCc1ccc2c(COC(=O)c3n[nH]c4ccccc34)cc(=O)oc2c1	5.9%	6%	2%	11%	3%
O=C(O)CCN1C(=O)/C(=C\c2cccc(OCc3ccccc3)c2)SC1=S	4.1%	2%	8%	42%	-1%
O=S(=O)(Cc1ccccc1Cl)NCc1ccccc1	0.3%	0%	.	-17%	0%
Clc1ccc(C2=Nn3c(nnc3-c3cccnc3)SC2)s1	5.8%	43%	-11%	2%	-12%
COc1cc(C2N(c3cc(C)on3)C(=O)C3CCCN32)cc(OC)c1OC (stereo unspecified)	2.3%	-7%	0%	-24%	5%
O=C1C(=O)N(C2CCCC2)C(=O)N1Cc1c(F)cccc1Cl	0.5%	-7%	-3%	35%	0%
CCOc1ccccc1NC(=O)CCn1nc(C)c(S(=O)(=O)N2CCCCC2)c1C	0.7%	1%	2%	10%	-7%
COC(=O)C1=C(N)c2c(F)cccc2C1(C#N)c1ccc(F)cc1 (stereo unspecified)	0.7%	-2%	-2%	12%	-2%	inhibitors of VEEV 10K pilot screen=1.1
Cc1ccc(C(=O)NC(=S)NNC(=O)COc2ccccc2C)cc1	5.8%	?	3%	?	-19%
CCCN(CCC)S(=O)(=O)c1ccc(C(=O)O)cc1	0.4%	-4%	3%	-10%	-5%
Cc1cc(NS(=O)(=O)c2ccc(NC(=O)CSc3nc4ncc(Cl)cc4[nH]3)cc2)nc(C)n1	0.9%	0%	-9%	49%	7%
Cc1cc(C(=O)Nc2cccc(C)c2C)n(-c2ccccc2)n1	0.6%	4%	-5%	2%	-5%
COc1ccc(N2C(=O)CC(NCc3cccc(F)c3)C2=O)cc1 (stereo unspecified)	3.3%	-6%	-15%	11%	1%
O=C(CN1C(=O)C2CC=CCC2C1=O)Nc1nc2ccccc2[nH]1 (stereo unspecified)	0.8%	-6%	-19%	16%	-12%
O=C(NCc1ccc(F)cc1)c1ccc(S(=O)(=O)N2CCCCC2)cc1	3.3%	3%	-6%	.	.
CCCn1nnnc1NCc1ccccc1OCC	i	-15%	-2%	3%	-9%
CCOC(Cn1c(SCC(=O)Nc2cc(C)on2)nc2ccccc2c1=O)OCC	1.6%	2%	-5%	3%	0%
Cc1nc2ccc(NC(=O)c3sccc3C)cc2s1	i	4%	-16%	-6%	-4%
Cc1cccc(C)c1OCc1cc(C(=O)N2CCN3CCCC3C2)no1 (stereo unspecified)	2.3%	2%	-3%	3%	0%
Cc1c(NC2=CC(=O)CC(C)(C)C2)ccc([N+](=O)[O-])c1C	i	-3%	2%	-3%	2%

Later entries:
SMILES	inhibitors of VEEV	H37Rv inhibition	influenza NS1A	M. tuberculosis	Salmonella PhoP GFP	others
CCS(=O)(=O)N1CCCC(C(=O)NC2CCCCC2)C1 (stereo unspecified)	1.4%	-3%	4%	3%	-2%
CCO[C@@H]1OC(C(=O)NCc2nc3ccccc3[nH]2)=C[C@H](C2CC2)[C@H]1CCCO	0.3%	-8%	9%	-6%	-2%
Cc1nn(-c2ccccc2)c(NC(=O)c2ccccc2)c1Br	3.5%	1%	9%	19%	-12%
CCOC(=O)CSc1ncc(-c2cccc(Cl)c2)cn1	2.0%	?	2%	?	-5%
CC(C)CN(C(=O)c1ccco1)C1CCS(=O)(=O)C1 (stereo unspecified)	1.4%	-1%	-13%	-9%	8%
Cc1ccc(S(=O)(=O)NCCC(=O)NC(C)CCc2ccccc2)cc1 (stereo unspecified)	1.4%	-1%	-12%	1%	3%
CC(C)(C)c1ccc(C(=O)NC2CCN(Cc3ccccc3)CC2)cc1	i	1%	-9%	16%	1%
O=C(NNC(=O)C1CC1)c1cc(Br)c(Br)s1	9.3%	-4%	-5%	61%	.
CC(c1ccco1)N(C(=O)c1ccccc1NS(=O)(=O)c1ccc(Cl)cc1)c1ccccn1 (stereo unspecified)	3.2%	7%	-16%	31%	-3%
COC(=O)NCC1(C)CC(NC(=O)OC)CC(C)(C)C1 (stereo unspecified)	0.4%	-1%	-8%	0%	-3%
COc1cc(OC)c2c(c1)C(=O)OC2OC (stereo unspecified)	i	4%	-18%	-1%	0%
Cn1cccc1C(=O)OCC(=O)Nc1ccc2c(c1)OCO2	0.9%	-1%	-4%	-11%	17%
COCCN(C(=O)CCc1nnc(Cc2c[nH]c3ccccc23)o1)C(C)C	i	-6%	0%	-2%	-1%
O=C(c1ccncc1)N1CCN(C(=O)c2ccncc2)CC1	4.2%	0%	1%	-4%	-3%
CCCCC(=O)Nc1ncc2c(n1)CC(C)(C)CC2=O	1.1%	-4%	-3%	10%	-6%
COc1cc(OC)cc(C(=O)N2CCN(Cc3ccc4c(c3)OCO4)CC2)c1	1.0%	4%	-3%	-4%	0%
Cc1nnc(SCc2ccccc2C#N)n1-c1ccccc1	i	-6%	4%	1%	-5%
CC(OC(=O)CNC(=O)c1ccc2c(c1)OCO2)C(=O)NCCC1=CCCCC1 (stereo unspecified)	0.2%	-2%	-7%	-3%	8%
CCN1C[C@@H]2[C@@H]3C(=O)N(Cc4ccccc4)C(=O)[C@@H]3[C@](C)(C1=O)N2C(=O)c1ccc(Cl)c(Cl)c1	i	.	-8%	.	.
Cc1nc2cccc(C)n2c(=O)c1Cl	0.2%	5%	1%	-8%	7%
COC(=O)Cc1[nH]nc2c1C1(CCSCC1)C(C#N)=C(N)O2	0.2%	-3%	5%	5%	11%
COC(=O)c1ccc(NC(=O)CCS(=O)(=O)c2ccc(Br)cc2)cc1	0.2%	4%	7%	17%	0%	inhibitors of VEEV 10K pilot screen=0.1
CC(C(=O)NCC1CCCO1)n1cccc1C(=O)c1ccccc1 (stereo unspecified)	2.4%	-8%	-5%	1%	2%
Cc1ccc(/C=C/S(=O)(=O)NCC(=O)OCC(=O)Nc2ccc(C(N)=O)cc2)cc1	1.2%	-4%	-2%	-32%	3%
COc1cc(OC)cc(-c2cc3nc(C)c(CCC(=O)O)c(C)n3n2)c1	0.0%	3%	5%	.	6%

Next compounds
SMILES	inhibitors of VEEV	H37Rv inhibition	influenza NS1A	M. tuberculosis	Salmonella PhoP GFP	others
CC(=O)Nc1ccc(S(=O)(=O)N(C)CC(=O)NC2=NCCS2)cc1	0.7%	-7%	-8%	1%	-2%
CCCCN1C(=O)/C(=C2/C=CC=CN2C)SC1=S	1.3%	-5%	22%	-4%	-5%
Cc1cccc2nc(CNC(=O)C3CCC(=O)N(Cc4ccccc4F)C3)cn12 (stereo unspecified)	0.8%	-2%	-3%	.	5%
COc1ccc(CNc2ccc3c(c2)ncn3-c2ccccc2OC)cc1	0.9%	?	15%	59%	0%
N#Cc1nc(-c2cccs2)oc1NCc1ccco1	i	0%	1%	14%	13%
CCOC(=O)C1CCCN(Cc2c(Cl)cccc2Cl)C1 (stereo unspecified)	i	8%	-2%	14%	-4%
CCOc1ccc(C(CC(=O)O)NC(=O)C(Sc2ccccc2)c2ccccc2)cc1 (stereo unspecified)	1.3%	-14%	.	-8%	-3%
C/C=C/C(=O)Nc1ccc(N2CCN(c3ccc(C(F)(F)F)cn3)CC2)nc1	0.4%	-1%	-5%	-27%	-2%
O=C(NCc1ccc(Cl)cc1)c1noc2c1CCCCC2	i	-1%	-3%	8%	0%
CCOc1ccc(CCNC(=O)C2=C(C)C(=O)OC23CCC(C)CC3)cc1 (stereo unspecified)	i	-7%	2%	13%	-2%
COc1ccc(C(CNc2ncnc3sccc23)N(C)C)cc1OC (stereo unspecified)	0.5%	8%	5%	6%	4%
COC(=O)c1cc(Br)ccc1OC(=O)c1cccnc1	1.4%	-4%	0%	15%	6%

Structures above with a furan ring, fused or not (three):
SMILES	inhibitors of VEEV	H37Rv inhibition	influenza NS1A	M. tuberculosis	Salmonella PhoP GFP	others
CC(C)CN(C(=O)c1ccco1)C1CCS(=O)(=O)C1 (stereo unspecified)	1.4%	-1%	-13%	-9%	8%
CC(c1ccco1)N(C(=O)c1ccccc1NS(=O)(=O)c1ccc(Cl)cc1)c1ccccn1 (stereo unspecified)	3.2%	7%	-16%	31%	-3%
N#Cc1nc(-c2cccs2)oc1NCc1ccco1	i	0%	1%	14%	13%

High-throughput results deposited in PubChem by Southern Research Specialized Biocontainment Screening Center.

Not a hit list, and some 1.6% of all compounds hit somewhere here.
